GALR2 blocker = GALR2 (human) receptor antagonism; inhibition, % at 4 µM; AID 828; GALR2-expressing cells, antagonist mode; hit rate 0.39% among 140,000; O43603; in the data active = inhibition above about 27%;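 note: cells stimulated with galanin 1-16 at roughly its EC80; 0% = agonist challenge control and 100% = basal control without agonist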
Target sequence (O43603 whole entry, looked up): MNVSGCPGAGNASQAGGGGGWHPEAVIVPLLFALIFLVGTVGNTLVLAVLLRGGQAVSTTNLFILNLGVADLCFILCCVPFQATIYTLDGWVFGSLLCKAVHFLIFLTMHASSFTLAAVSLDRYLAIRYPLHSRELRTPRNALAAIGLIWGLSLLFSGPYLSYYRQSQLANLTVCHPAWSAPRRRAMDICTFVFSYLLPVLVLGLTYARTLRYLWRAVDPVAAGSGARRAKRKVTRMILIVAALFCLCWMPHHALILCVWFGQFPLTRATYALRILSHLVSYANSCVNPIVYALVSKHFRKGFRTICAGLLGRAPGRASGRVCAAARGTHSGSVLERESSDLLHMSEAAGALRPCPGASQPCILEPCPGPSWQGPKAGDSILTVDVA
Phagocytosis inh = macrophage phagocytosis inhibition. J774A.1 macrophage IgG-bead phagocytosis, imaging. inhibition, % at 5 µM. hit rate 0.07% among 110,000;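 active = inhibition above the mean of the plate negative controls plus 5 SD, cut at about 13% in these data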;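 note: phagocytic index as fraction of beads internalized from green versus red external bead signal; plate controls were DMSO negative control for no effect and cytochalasin-D positive control for full effect; some results beyond the cut were filed as inactive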
Yeast life ext = yeast lifespan extension; AID 775; hit rate 0.68% among 130,000; inhibition of the nicotinamide effect, % at 10 µM; S. cerevisiae growth with nicotinamide, OD615; deaD strain in restrictive glucose medium;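 active = inhibition above a set limit, placed 3 SD over the median of all compounds, cut at about 26% in these data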;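 note: 0% = nicotinamide-treated wells and 100% = cells grown without nicotinamide; some compounds called inactive have numbers as strong as hits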
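assay system = DeaD-strain S. cerevisiae | buffer or medium = restrictive glucose medium | reagent = 1.5 mM nicotinamide | compound = 10 µM single point, 0.25% DMSO | incubation = 48 h compound exposure at 30 °C, humidified | signal = OD615 measurement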
bCat KO growth = beta-catenin-lacking colon tumor cell growth suppression | viability, % at 10 µM | AID 818 | hit rate 1.5% among 140,000 | HCT116 beta-catenin knockout viability, CellTiter-Glo, 60 h; active compounds read low;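 active = viability at or under a set limit, the compound median less 4 SD, cut at about 6% in these data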;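 note: 0% = Hyamine 1622 control at 20 µM and 100% = untreated cell control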
NPY-Y2 antag = antagonists of human neuropeptide Y receptor Y2; hit rate 0.99% among 140,000; NPY-Y2 expressing cells, antagonist mode; inhibition, % at 2.7 µM; P49146; in the data active = inhibition above about 17%;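 note: 0% = vehicle with agonist challenge and 100% = reference antagonist with challenge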
Target sequence (P49146 whole entry, looked up): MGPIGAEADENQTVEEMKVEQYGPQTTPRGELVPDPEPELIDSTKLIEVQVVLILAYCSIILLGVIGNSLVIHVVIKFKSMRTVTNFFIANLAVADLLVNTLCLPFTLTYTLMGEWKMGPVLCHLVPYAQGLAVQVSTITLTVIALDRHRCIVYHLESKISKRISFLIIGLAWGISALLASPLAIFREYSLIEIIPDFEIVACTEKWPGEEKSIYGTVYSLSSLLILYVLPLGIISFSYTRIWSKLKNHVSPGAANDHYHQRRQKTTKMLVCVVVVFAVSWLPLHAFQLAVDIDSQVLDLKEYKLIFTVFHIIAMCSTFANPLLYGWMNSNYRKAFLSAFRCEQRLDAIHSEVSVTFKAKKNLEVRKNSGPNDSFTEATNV
BB579 growth dn = chemicals that inhibit yeast BB579 growth in restrictive medium (lifespan-shortening candidates). hit rate 0.51% among 140,000. S. cerevisiae BB579 growth, OD615, 48 h. inhibition, % at 10 µM;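 active = inhibition above a set limit, 3 SD over the mean compound inhibition, cut at about 44% in these data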; note: inactives centre near -24
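test system = yeast BB579 (DeaD) | buffer or medium = restrictive CSMM-D medium | doses = single compound dose of 10 µM, 0.25% DMSO final | times = 4 h preincubation and 48 h exposure at 30 °C | technique = culture absorbance at 615 nm | benchmarks = amphotericin B 10 µg/mL, positive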
Measles CPE = protection of cells from measles virus; hit rate 1.5% among 140,000; Measles virus-infected cells, CPE protection, absorbance; protection (pct of control), % at 4 µM; AID 841; in the data active = protection mostly above about 24%, no sharp cut-off; inactive = mostly below about 26%; note: some compounds called inactive have numbers as strong as hits
E-sel TNF inh = blocks E-selectin expression induced by TNF alpha. HUVEC TNFa-induced E-selectin immunofluorescence, high content. inhibition, % at 2 µM. hit rate 0.71% among 120,000. AID 1246;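 active = inhibition above the batch mean plus 3 SD, and confirmed as a hit on visual image review, cut at about 43% in these data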;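 note: 0% = TNF-stimulated DMSO wells and 100% = unstimulated control wells; not every result past the cut was called active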
MRP-1 activ = activators of MRP-1; H69AR cells + doxorubicin, viability rescue, CellTiter-Glo; viability increase, % at 10 µM; hit rate 0.61% among 140,000; AID 799;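 active = viability gain under doxorubicin at or above a set limit, the compound median plus 3 SD, cut at about 4.7% in these data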;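 note: MRP-1 overexpressing cells given doxorubicin 25 µM after compound pretreatment; 18-22 h compound pretreatment then 72 h with doxorubicin before readout; 0% = doxorubicin-only wells and 100% = vehicle-treated cells without doxorubicin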
HCT116 PTEN-null = growth suppressors of cells with PTEN tumor suppressor deletion; viability, % at 10 µM; HCT116 PTEN-null viability, CellTiter-Glo, 60 h; active compounds read low; hit rate 1.2% among 140,000;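 active = viability at or below a set limit, 4 SD under the median of all tested compounds, cut at about 3.7% in these data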;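 note: PTEN knockout HCT116 line with beta catenin targeted HCT116 as companion control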
Active calls of the source: *; . = not tested or not shown.

Molecule,GALR2 blocker,Phagocytosis inh,Yeast life ext,bCat KO growth,NPY-Y2 antag,BB579 growth dn,Measles CPE,E-sel TNF inh,MRP-1 activ,HCT116 PTEN-null
Cc1cc(C)nc(N(C#N)CC(=O)N(c2ccccc2)C(C)C)n1,8,4,-11,102,-1,-43,20,.,-0.9,96
Cc1cc(C)n2c(SC/C(O)=C(\C#N)c3nc4ccccc4[nH]3)nnc2n1,-14,-1,-18,91,0,-21,3,36,-2.4,96
O=C(NCc1ccccn1)c1cc2n(n1)C(C(F)(F)F)CC(c1ccco1)N2 (stereo not given),1,1,-22,77,-2,5,13,0,-0.5,80
CC1CCCN(CCOCCOc2ccc(Cl)cc2Br)C1 (stereo not given),-9,4,-6,5.3*,3,-4,8,5,-4.2,8
O=C(NCc1cccnc1)C1CC(=O)N(c2ccc(F)cc2)C1 (stereo not given),3,0,-11,84,1,-38,3,-32,0.3,90
COc1cc(C(=S)N2CCCC2)cc(Cl)c1OCC(=O)Nc1ccc(C)cc1C,-1,-3,-1,90,3,-18,7,-1,-0.1,81
COC(=O)c1ccccc1OC(=O)c1cccnc1,-2,-2,-9,85,4,-25,10,-10,-2.0,82
O=C(O)c1ccc(CNCc2ccc(Cl)cc2)cc1,-12,1,-4,94,-2,11,12,.,1.8,104
CCC(=O)N1CCc2cc(S(=O)(=O)CCC(=O)NCCC3=CCCCC3)ccc21,-16,.,-17,82,3,-15,22,.,-1.2,86
CC(NC(=O)C12CC3CC(CC(C3)C1)C2)C(=O)NCCN(C)C (stereo not given),-2,-1,0,92,-1,-17,28,7,-2.9,100
CCCCOc1ccc(C(C)NC(=O)C2CCCN(S(=O)(=O)CC)C2)cc1 (stereo not given),-4,.,-3,96,1,19,38*,.,-1.5,92
CCc1c(C)nc2ccc(Br)cc2c1Cl,0,.,-12,100,0,-21,19,-18,1.1,89
Cn1cccc1C(=O)OCc1csc(-c2ccccc2)n1,0,-1,-7,85,5,-10,14,28,-2.0,90
Cc1ccc(-c2nc(CS(=O)CC(=O)NC3CCCC3)c(C)o2)cc1 (stereo not given),-1,1,-4,88,3,-31,22,.,-2.6,92
CCOC(=O)C1=C2SCCN2C(=O)C(C#N)C1(C)C (stereo not given),-2,0,-6,101,-1,-22,32,-4,-1.4,98
CCOC(=O)c1csc(NC(=O)Nc2cccc(Cl)c2)n1,1,4,-2,91,-8,-32,4,.,-1.4,64
Cc1ccc(NC(=O)/C(C#N)=C/c2ccsc2)c(C)c1,0,-2,-2,104,6,-7,5,-1,-1.1,91
COc1ccc(OC)c(C2=Nn3c(nnc3-c3ccco3)SC2)c1,13,0,-4,85,4,-26,7,6,-1.4,93
CCN1CN=C(NS(=O)(=O)c2ccc(C)cc2)NC1,-3,0,-4,97,2,-44,10,23,0.3,108
CCOCC(=O)Nc1ccc(C)c(Cl)c1,-10,0,-10,85,1,-3,13,.,-2.6,91
Cc1ccc(NC2=C(CC(=O)O)C(c3ccccc3)N(c3ccc(C)cc3)C2=O)cc1 (stereo not given),9,-9,6,53,0,-9,10,-14,-3.9,43
CCOc1ccc(N=Cc2c(O)c3ccccc3oc2=O)cc1,8,.,88*,94,5,-39,19,0,-3.2,95
COC(=O)c1ccc(N=NNc2ccccc2)cc1,-7,-7,-7,93,0,-40,4,.,-1.0,98
COc1ccc(NC(=O)CSc2nnc(Cc3ccccc3)o2)c(OC)c1,-2,1,-7,91,5,-27,7,-17,-0.4,98
CC(C)N(c1ccccc1)c1ncnc(NCCC(=O)O)c1[N+](=O)[O-],3,0,-8,103,-1,-15,7,-17,-0.5,98
Cc1ccc2c(c1)C1(OCCO1)C(=O)N2,-2,.,-2,100,3,-4,3,-12,-1.2,101
c1ccc(-c2nnc3sc(-c4ccncc4)nn23)cc1,-14,1,-12,88,4,2,5,12,-0.6,87
COc1cc(/C=C/C(=O)C2C(=O)C=C(C)OC2=O)cc(OC)c1O (stereo not given),9,-5,64*,52,4,-9,10,.,-5.4,51
O=C(C1CCN(S(=O)(=O)c2cccc3cccnc23)CC1)N1CCN(c2ccccc2)CC1,0,0,-11,89,2,-12,8,2,0.3,80
Cc1cc(=O)[nH]c(SCC(=O)Nc2nc(-c3ccccc3)cs2)n1,2,-1,-2,98,2,-12,4,1,-2.0,98
CCCCNC(=S)NNC(=O)c1nn(C)cc1Cl,0,.,.,108,3,-8,2,-10,-0.6,99
CCCCN(C(=S)NC(=O)c1cc(OC)c(OC)c(OC)c1)c1c(N)n(Cc2ccccc2)c(=O)[nH]c1=O,-8,-9,-2,101,0,0,13,.,-2.1,96
O=C(c1cccc(Cl)c1)N1CCCC(C(=O)N2CCCCCC2)C1 (stereo not given),-14,0,2,94,1,-44,8,.,-2.5,96
COc1ccc(S(=O)(=O)N2CCC(C(=O)N3CCc4ccccc4C3)CC2)cc1,-5,1,-9,83,3,-16,33,24,-1.8,67
O=C1/C(=C\c2ccc(Br)o2)SC(=Nc2ccccc2)N1c1ccccc1,-19,.,8,90,-4,-64,6,-26,-1.3,87
Cc1cc(S(=O)(=O)NCC(=O)O)ccc1F,-2,-1,-22,102,-1,-2,6,-6,-1.0,89
Cc1cc2ccccc2c(=O)[nH]1,2,.,-14,99,2,-20,26,12,-0.7,101
Cc1ccc(C2CC(c3ccccc3)=NN2C(=O)CSc2nnc(-c3ccncc3)n2C)o1 (stereo not given),1,-3,-1,90,3,1,29,.,-2.2,97
O=C1C2ON(c3ccc(Br)cc3)C(c3cccnc3)C2C(=O)N1C1CCCCC1 (stereo not given),-9,1,-1,82,3,-35,4,-20,-2.5,77
COc1ccccc1NS(=O)(=O)c1ccc(N/N=C(\C)C(C)C)c([N+](=O)[O-])c1,7,-8,3,73,1,-22,4,.,-1.0,76
Cn1c(COc2ccccc2)nnc1SCC(=O)Nc1ccc(S(N)(=O)=O)cc1,-10,-1,-5,91,1,-30,34,25,-0.7,98
N/C(=N\OC(=O)COc1ccc(Cl)cc1Cl)c1cccnc1,5,-3,-5,96,2,-26,0,1,0.1,101
O=C(c1ccc(Cl)cc1)c1ccc(OCC(O)CN2CCCCC2)cc1 (stereo not given),-4,-1,-9,39,8,-50,2,7,-2.0,48
Cc1ccc(C2CC(=O)C=C(O)C2)cc1 (stereo not given),-11,-1,-1,100,7,-21,4,-20,1.2,91
CCc1cccc(C)c1NC(=S)N(Cc1cccnc1)Cc1ccco1,3,-12,4,81,5,-34,5,12,-2.8,76
COC(=O)C1=C(O)CSC1=Nc1cccc(C(F)(F)F)c1,-2,1,2,97,0,-21,19,0,-0.8,100
COc1ccc(Oc2cc(C(F)(F)F)cnc2C(N)=O)cc1,-1,-1,-10,101,-2,0,1,.,-0.7,98
CC1(O)C(=O)c2ccccc2N(c2ccccc2)C1=O (stereo not given),7,.,.,94,5,6,21,11,-2.4,93
CCOc1ccc(OCCSc2nc3ccccc3o2)cc1,9,2,-9,103,11,4,8,12,4.5,109
COc1ccc(-c2noc(-c3ccccc3-c3ccccc3)n2)cc1,-4,0,-17,97,4,-32,9,-28,0.8,83

Continuation:
Molecule,GALR2 blocker,Phagocytosis inh,Yeast life ext,bCat KO growth,NPY-Y2 antag,BB579 growth dn,Measles CPE,E-sel TNF inh,MRP-1 activ,HCT116 PTEN-null
O=C(Nc1ccccc1C(=O)O)c1ncn[nH]1,0,0,-10,90,3,-2,7,51,0.1,107
CCc1ccc(C2=NNC(=Nc3cccc(S(=O)(=O)N(C)C)c3)SC2)cc1,7,-9,-3,3.9*,7,-33,15,.,-5.4,4
Cc1[nH]c2ccc3c(ncn3CCC#N)c2c1C,4,2,5,102,1,-31,9,4,0.7,110
O=S(=O)(Nc1ccc2c(c1)nc1n2CCN(Cc2ccccc2)C1)c1ccc(Cl)cc1,10,0,-2,90,2,-7,7,-8,-4.1,89
CCOC(=O)/C(=N\Nc1cccc(C(F)(F)F)c1)N(CCOC)CCOC,15,0,-11,95,6,54*,11,.,-0.1,92
COc1ccc(C(=O)CCC(=O)O)c(C)c1,-4,0,-7,99,2,-74,4,0,-0.2,111
Cc1ccc(C)c2[nH]c(=O)c(CN(CCCN(C)C)C(=O)NCc3ccccc3)cc12,.,.,.,69,.,12,18,.,-5.7,60
CCOc1ccc(C(=O)NC(=S)Nc2cccnc2)cc1,-8,-3,-5,103,2,-4,23,.,-1.4,97
CCOc1ccc(NC(=O)c2cnc3scc(C)n3c2=O)cc1,2,0,.,.,3,.,.,-35,.,.
Cc1ccccc1NC(=O)CSc1ccc(-c2ccco2)nn1,17,-12,-1,85,5,-24,35,-3,-0.5,95
CCOc1ccc(C(=O)NN2C(=O)C3C4C=CC(O4)C3C2=O)cc1 (stereo not given),0,3,-2,98,3,-4,6,-23,-1.5,103
CCOc1c(Br)cc(C(N)=O)cc1OC,6,-2,-17,86,2,-31,1,.,-1.4,81
CCCN=C1N/C(=C\c2ccco2)C(=O)N1c1ccccc1,0,0,-23,96,1,-29,11,-10,-1.1,99
Cc1ccc(-n2nc3c4c(cccc4c2=O)-c2ccccc2-3)cc1,-1,.,-8,93,-2,-36,11,-6,-4.0,87
COc1cccc(N2CCN(C3CC(=O)N(c4ccc(Cl)c(Cl)c4)C3=O)CC2)c1 (stereo not given),-12,1,-21,102,4,-23,15,6,0.2,108
CC(/C=N/n1c(-c2ccccc2)n[nH]c1=S)=C\c1ccco1,-2,-2,-6,97,3,-31,5,-55,-1.9,98
O=C(N/N=C/c1ccco1)c1cc(Br)ccc1OCc1ccccc1,-2,-6,-5,99,10,-3,5,-2,-2.5,100
Cc1cccc(NC(=O)CSc2nc(C)c(CC(=O)c3ccc(Br)cc3)c(C)c2C#N)c1C,7,.,-6,16,8,-29,2,-13,-6.9,15
CC(=O)c1ccc(N2CCN(C(=O)c3ccc4c(=O)n(-c5ccccc5)c(=O)[nH]c4c3)CC2)cc1,-8,.,-6,87,0,-20,0,-19,-1.9,91
O=C(NNC(=O)c1cccnc1)Nc1ccccc1,-3,.,-7,96,0,-23,16,-7,-1.4,93
COC(=O)C1=C(C)NC2=C(C(=O)CCC2)C1c1cccs1 (stereo not given),4,1,-11,101,0,-17,19,-18,0.4,98
CN(C)C(=O)COc1ccc(Br)cc1,-2,1,3,93,3,-47,4,10,1.3,96
COc1ccc(-c2nnn(Cc3nc(N)nc(N4CCOCC4)n3)n2)cc1OC,5,.,-17,94,2,-42,6,15,-1.0,101

Screens (PubChem)
